# Akt phos inh: HTS Assay for Inhibitors of Akt Phophorylation: Primary Screen. actives 0.32% (n = 360,000). activity change, % for hits at 50 µM. Neuro2A IGF-stimulated pAkt S473 HTRF, 20 min; hits give low values; in the data active = activity change below about -80%; inconclusive = mostly about -51% to -80%; also: % is scaled to controls: 0 for no effect and ±100 for the full control effect
#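 Neuro2A cells in DMEM with 0.5% FBS, overnight at 37 deg C, given compound at single 50 µM final, then IGF (6 nM final) for 20 min at 37 deg C. Lysed; phospho-Akt Ser473 by HTRF after 24 h, 665/615 ratio.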
# MmCpn inh: Inhibitors of TCP-1 ring complex (TRiC) of Methanococcus maripaludis (MmCpn): qHTS | purified Mm-Cpn ATPase, ADP Transcreener TR-FRET | Potency, µM (series often up to 76.9 µM), for inactives: at the top dose activity, negative = inhibition, actives largely listed as inhibitors | actives 0.031% (n = 330,000); also: potency is read from the fitted curve at half-maximal effect; % is scaled to controls: 0 for no effect and ±100 for the full control effect; nearly all actives have a fitted effect of over 80% in size
#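 ATPase read-out: TR-FRET ADP immunoassay (anti-ADP Eu cryptate vs ADP-d2), ex 320 nm, em 590/665 nm; signal drops as ADP forms. Enzyme 25 nM, ATP 10 uM, 30 min at 37°C after 10 min compound preincubation.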
# DRD3 agonist: qHTS of D3 Dopamine Receptor Agonist: qHTS. D(3) dopamine receptor (Homo sapiens), P35462. D3R DiscoveRx beta-arrestin cells, luminescence, 90 min. max activation, %. actives 0.58% (n = 410,000). AID 652048, 2013; in the data active = max activation above about 30%; also: 0% is about no effect; mostly tested at two doses, the higher about 12 µM
# Target sequence (P35462 whole entry, looked up): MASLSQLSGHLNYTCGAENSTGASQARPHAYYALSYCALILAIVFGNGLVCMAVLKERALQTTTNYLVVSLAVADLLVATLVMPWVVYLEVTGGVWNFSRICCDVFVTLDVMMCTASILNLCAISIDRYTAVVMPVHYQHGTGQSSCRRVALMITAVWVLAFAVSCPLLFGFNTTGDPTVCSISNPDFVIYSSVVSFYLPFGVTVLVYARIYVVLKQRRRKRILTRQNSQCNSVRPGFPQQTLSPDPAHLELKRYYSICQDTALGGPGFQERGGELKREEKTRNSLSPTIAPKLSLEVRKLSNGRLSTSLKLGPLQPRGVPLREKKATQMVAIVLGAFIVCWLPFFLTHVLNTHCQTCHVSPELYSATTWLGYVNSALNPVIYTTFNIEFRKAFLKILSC
#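 Agonist mode: compounds and dopamine controls were applied to plated cells for 90 min at 37 degrees C after an overnight attachment at 1500 cells/well. Luminescent read-out followed 30 - 60 minutes at room temperature with DiscoveRx detection reagent.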
# EPAC2 antagonist: qHTS for Antagonist of cAMP-regulated guanine nucleotide exchange factor 2 (EPAC2): primary screen; Rap guanine nucleotide exchange factor 4 (Homo sapiens), Q8WZA2; actives 0.18% (n = 360,000); AID 720708, 2013; Potency, µM (titrated, usually from 114 µM), for the others: at the highest dose activity, negative = inhibition, most hits filed as inhibitors; EPAC2 GEF exchange of Rap1B-BODIPY-GDP, fluorescence; also: potency is read from the fitted curve at half-maximal effect; % is scaled to controls: 0 for no effect and ±100 for the full control effect; nearly all actives have a fitted effect of over 45% in size; many of its hits are not listed in these tables
# EPAC2 agonist: qHTS for Agonist of cAMP-regulated guanine nucleotide exchange factor 4 (EPAC2): primary screen | Potency, µM (titrated, usually from 154 µM), for the others: at the top dose activation, actives largely listed as activators | Rap guanine nucleotide exchange factor 4 (Homo sapiens), Q8WZA2 | EPAC2 activation, biochemical qHTS; response scale: 100% = 6.5 mM cAMP response | actives 0.079% (n = 360,000); also: potency is read from the fitted curve at half-maximal effect; nearly all actives have a fitted effect of over 50% in size
#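 Compounds were added across a concentration range to EPAC2 (100 nM), RAP1B-BODIPY-GDP (250 nM) and GDP (50 uM). After 5 min at room temperature, fluorescence was recorded at 5-min intervals for 30 min.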
# PTHR1 agonist: qHTS for PTHR1 Agonists: Primary Screen; Parathyroid hormone/parathyroid hormone-related peptide receptor (Homo sapiens), Q03431; HEK293 GP2 PTHR1 cells, GloSensor cAMP luminescence, 1 h; Potency, µM (titrated, usually from 115 µM), inactives show at the top dose activation, hits mostly activators; actives 0.075% (n = 410,000); also: potency is read from the fitted curve at half-maximal effect; nearly all actives have a fitted effect of over 55% in size; some results filed as inactive show a strong effect at the top dose; inactives centre near -15; many of its hits are not listed in these tables
# Target sequence (Q03431 whole entry, looked up): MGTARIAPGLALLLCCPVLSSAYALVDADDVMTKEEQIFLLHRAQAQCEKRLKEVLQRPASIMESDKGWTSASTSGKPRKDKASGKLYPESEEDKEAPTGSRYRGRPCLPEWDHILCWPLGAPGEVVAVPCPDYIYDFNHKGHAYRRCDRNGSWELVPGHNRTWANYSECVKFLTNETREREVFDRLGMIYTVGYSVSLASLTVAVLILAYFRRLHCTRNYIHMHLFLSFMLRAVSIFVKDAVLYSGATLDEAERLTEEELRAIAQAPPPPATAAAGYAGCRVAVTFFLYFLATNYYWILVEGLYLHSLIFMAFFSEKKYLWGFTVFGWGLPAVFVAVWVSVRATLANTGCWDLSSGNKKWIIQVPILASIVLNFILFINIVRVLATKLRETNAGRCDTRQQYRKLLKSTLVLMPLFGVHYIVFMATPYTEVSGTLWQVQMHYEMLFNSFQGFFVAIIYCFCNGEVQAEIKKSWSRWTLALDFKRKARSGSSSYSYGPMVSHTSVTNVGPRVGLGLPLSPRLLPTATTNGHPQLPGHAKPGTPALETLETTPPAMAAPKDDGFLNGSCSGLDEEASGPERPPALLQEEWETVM
#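 HEK-293-derived GP2 cells expressing PTHR1 and a GloSensor cAMP reporter, 3,000/well, plated overnight, given luciferin plus IBMX (each 0.5 mM as added) for 1 h at 37 °C, then compound for 1 h at 37 °C. Luminescence was read after 15 min at room temperature.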
# DRD3 antagonist: qHTS of D3 Dopamine Receptor Antagonist: qHTS. D(3) dopamine receptor (Homo sapiens), P35462. D3R cells, DiscoveRx beta-arrestin luminescence, antagonist mode; hits give low values. max response, negative = inhibition, %. actives 2.5% (n = 360,000). AID 652054, 2013; in the data active = max response below about -50%; inconclusive = no clear call, values can overlap the other calls; also: % is scaled to controls: 0 for no effect and ±100 for the full control effect; mostly tested at two doses, the higher about 12 µM
#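 Cells expressing the human receptor were seeded at 1500 cells/well, incubated overnight at 37 degrees C in 5% CO2, then exposed to library compounds with dopamine controls for 90 minutes at 37 degrees C before luminescent detection.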
# CCT modulator: High-Throughput Screening for Modulators of Cytosolic Chaperonin Activity; activity change, % (concentration not given with the values), hits read low; actives 0.3% (n = 360,000); purified chaperonin ATPase assay, HTRF ADP detection, 30 min; AID 651819, 2012; in the data active = activity change below about -30%; also: % is scaled to controls: 0 for no effect and ±100 for the full control effect
#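 Nucleotide hydrolysis assay: TRiC at 20–40 nM final (set by batch activity) with 10 uM ATP, 30 min at 37 °C, in presence of 76 uM compound. Detection by competitive ADP HTRF, 30 min ambient.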
# The depositor's hits bear a star; i = inactive; ? = inconclusive; · = not tested or not shown; & = joins results of further samples; [ ] = remark or other dose. Unless noted, calls follow the shape of the dose curve; as a rule, active = well fitted curve in the direction sought with a large enough effect; inconclusive = small, poorly fitted or top-dose-only effect, or another doubt; inactive = no such curve, though single readings can be large; an effect the other way counts as inactive or inconclusive.
canonical_smiles,Akt phos inh,MmCpn inh,DRD3 agonist,EPAC2 antagonist,EPAC2 agonist,PTHR1 agonist,DRD3 antagonist,CCT modulator
O=C(NCC(c1cccnc1)N1CCN(c2ccc(F)cc2)CC1)c1ccc2c(c1)OCO2 (stereo not given),i,0%,4,0%,-3%,-36%[inhibitor][57.5 µM],0,-1.6
COc1ccc(/C=C/C(=O)c2ccc3c(c2)OCO3)cc1OC,i,-9%,1,9%,12%,-24%,33,-1.7
COc1cc2nc(=S)n3[nH]c(CCn4c(C)nc5ccccc54)nc3c2cc1OC,i,-4%,11,7%,1%,0%[57.5 µM],-5,0.8
Cn1cccc1/C=N/NC(=O)Cc1cccs1,i,1%,6,6%,13%,i,12,-2.1
CCCCc1nc(Cl)c(C#N)c2c1CSC(C)(C)C2,i,1%,1,?,9%,-33%[inhibitor],13,2.0
Cc1nc(-c2cccc(S(=O)(=O)N3CCCC(C)C3)c2)cs1 (stereo not given),·,-1%,-5,0%,10%[15.6 µM],-18%[57.5 µM],27,1.3
S=c1cn[nH]c2ccccc12,i,·,-3,2%,5%,i,?,-2.9
COc1cccc(NC(=O)COC(=O)COc2ccccc2[N+](=O)[O-])c1,i,0%,-11,-6%,-13%,-5%,6,1.6
CCN(CC)S(=O)(=O)c1ccc(C)c(NC(=O)COc2ccc(Br)cc2Cl)c1,i,-2%,26,3%,3%,i,8,-1.6
CCOC(=O)Cc1csc(NC(=S)NC(=O)CC(C)C)n1,i,1%,0,-9%,3%,-4%,-11,-5.4
CCOC(=O)c1cn2ccc(C)cc2n1,i,-7%,1,1%,-9%,i,11,2.5
O=[N+]([O-])c1ccc(N=NNc2ccccc2)cc1,i,-3%,-3,-9%,13%,-18%,-16,-1.9
COc1ccc(-c2nc(-c3ccncc3)no2)cc1,i,-3%,2,-4%,-1%,-39%[inhibitor],40,-0.1
O=C(Nc1ccc2c(c1)OCCO2)C1CC(O)CN1C(=O)Nc1ccccc1 (stereo not given),i,1%,1,-2%,13%,-24%,6,-0.3
COc1ccc(C2C(C(=O)OC3CCCCC3)=C(C)Nc3nnnn32)c(OC)c1OC (stereo not given),i,?,-2,-2%,-17%,-11%,-12,-2.6
Nc1c(N(CCO)C(=O)c2ccccc2OCc2ccccc2Cl)c(=O)[nH]c(=O)n1Cc1ccccc1,i,·,-9,3%,-2%,i,3,-0.8
COC(=O)[C@@H](N)Cc1ccc(O)c(O)c1,i,-2%,16&-6,19%,4%,-3%,0,-3.0
Cc1ccc(C)c(S(=O)(=O)N2CCN(C(=O)CCNS(=O)(=O)c3ccc(C)c(C)c3)CC2)c1,i,0%,-3,-8%,2%,-41%[inhibitor],2,-4.3
Cc1ccccc1-c1nc(CS(=O)(=O)CC(=O)N2CCN(C)CC2)c(C)o1,i,1%,-8,5%,18%,-15%,-14,0.5
CCCC(C)C(=O)NCc1ccccc1OC (stereo not given),i,2%,0,5%,1%,i,20,0.1
CCOC(=O)c1c(C)nc(-c2ccccc2)nc1NC(=O)CC,i,-1%,4,-6%,2%,-3%,10,-2.6
CC(C)N1CCN(C(=O)c2ccc(OC3CCN(CCc4ccccc4)CC3)cc2)CC1,i,1%,-9,0%,11%,i,?,-1.6
CCOC(=O)c1cnn(-c2nc(-c3cccc(F)c3)cs2)c1C(F)(F)F,i,-10%,1,-16%,-3%,i,44,1.3
Cc1ccc(SCC(=O)N2CCCC2)cc1,i,?,1,0%,6%,i,8,-1.1
O=[N+]([O-])c1cc2c(cc1/C=N/NS(=O)(=O)c1ccc(Br)cc1)OCO2,i,2%,-4,1%,3%,-10%,2,-16
Cc1cc(C)cc(NS(=O)(=O)CCCS(=O)(=O)Nc2cc(C)cc(C)c2)c1,i,·,5,-10%,-5%,-2%,-4,0.4
CCOC(=O)CCCCCC(=O)Nc1ccc2c(c1)C(=O)N([C@H](C)CO)C[C@@H](C)[C@H](CN(C)Cc1ccc3c(c1)OCO3)O2,i,-2%,1,-6%,-4%,i,27,1.5
O=C(NCCc1cccc(Cl)c1)c1cccs1,i,6%,-3,0%,-3%,-26%,-4,-4.9
CN(CCOc1ccccc1)C(=O)c1ccc(Cl)c(S(=O)(=O)N2CCCCC2)c1,i,-2%,-7,-25%,13%,-95%[inhibitor],-17,3.1
Cc1cc(NC(=O)CSc2ccc3nnc(-c4cccc(F)c4)n3n2)no1,i,-2%,-1,-5%,14%,-19%,-6,-0.3
CN1C(=S)SC(/[N+]([O-])=C\c2ccco2)C1(C)C (stereo not given),i,1%,-7,8%,4%,-6%[57.5 µM],-15,-1.3
O=C1CC(c2ccc(S(=O)(=O)NC3CC3)cc2)CN1 (stereo not given),i,1%,-1,10%,18%,7%,-15,-0.6

# 2 entries drawn at random from the list so far, as already listed:
canonical_smiles,Akt phos inh,MmCpn inh,DRD3 agonist,EPAC2 antagonist,EPAC2 agonist,PTHR1 agonist,DRD3 antagonist,CCT modulator
CCOC(=O)CCCCCC(=O)Nc1ccc2c(c1)C(=O)N([C@H](C)CO)C[C@@H](C)[C@H](CN(C)Cc1ccc3c(c1)OCO3)O2,i,-2%,1,-6%,-4%,i,27,1.5
O=C(NCCc1cccc(Cl)c1)c1cccs1,i,6%,-3,0%,-3%,-26%,-4,-4.9

# The list goes on:
canonical_smiles,Akt phos inh,MmCpn inh,DRD3 agonist,EPAC2 antagonist,EPAC2 agonist,PTHR1 agonist,DRD3 antagonist,CCT modulator
COc1ccc(S(=O)(=O)N2CCC(c3cc(-c4cccc5ccccc45)n[nH]3)CC2)cc1,i,-17%,2,2%,-2%,-19%,-8,1.8
Cc1ccc(NC(=O)C2CCN(c3cnccn3)CC2)cc1C,i,1%,4,-2%,3%,-3%,7,-1.2
O=C(Nc1nnc(CCS(=O)(=O)c2ccc3ccccc3c2)s1)c1ccc([N+](=O)[O-])cc1,i,-1%,-1,11%,4%,i,5,-1.5
COc1ccc([C@H](NC(=O)OC(C)(C)C)C(=O)OC(C)(C)C)cc1,i,1%,10,?,-3%,-15%,-11,-2.4
O=C(COc1ccc([N+](=O)[O-])cc1)N(Cc1cccs1)C1CCS(=O)(=O)C1 (stereo not given),i,2%,1,2%,-11%,-23%,3,-0.7
CCCCC(=O)NC(=S)NNC(=O)CCc1ccccc1,i,-1%,-6,18%,-6%,i,-6,0.9
Cc1ccccc1C(=O)N1CC(=O)Nc2ccc(F)cc2C1c1ccccc1 (stereo not given),i,2%,-2,-5%,5%,-1%,13,-0.3
CCCSc1ccc([C@H]2N[C@@](CC(C)C)(C(=O)OC)[C@H]3C(=O)N(C)C(=O)[C@@H]23)cc1,i,-5%,-1,?,3%,-14%,-26,-0.2

# Only DRD3 antagonist (2 entries from above):
SMILES	DRD3 antagonist
CCCCC(=O)NC(=S)NNC(=O)CCc1ccccc1	-6
Cc1ccccc1C(=O)N1CC(=O)Nc2ccc(F)cc2C1c1ccccc1 (stereo not given)	13

# Other compounds
canonical_smiles,Akt phos inh,MmCpn inh,DRD3 agonist,EPAC2 antagonist,EPAC2 agonist,PTHR1 agonist,DRD3 antagonist,CCT modulator
Nc1nnc(COc2cccc(C(F)(F)F)c2)s1,i,1%,-8,-3%,10%,-2%,0,-2.0
CCOC(=O)c1ccc(NS(=O)(=O)c2cc3c4c(c2)CCN4C(=O)CC3)cc1,i,1%,13,9%,4%,-16%,9,-1.9
O=C(NCCN1CCN(c2ccccc2)CC1)C1CCN(S(=O)(=O)c2cccc3nonc23)CC1,i,-1%,41*,8%,-2%,i,-7,-0.6
O=P(CCCCCCCCCP(=O)(c1ccccc1)c1ccccc1)(c1ccccc1)c1ccccc1,i,-1%,0,-2%,-7%,-28%,3,-1.4
O=C(NCCCn1ccnc1)c1ccc(-c2ccccc2)cc1,i,-11%,3,-2%,0%,i,22,-0.7
CCCN1CCC(N(C)CCc2ccc(OC)c(OC)c2)CC1,i,1%,-21,-3%,-3%,i,-27,-3.8
O=C(Nc1cccc(O)c1)c1noc2c1CCCCC2,i,1%,0,0%,-8%,-32%[inhibitor][57.5 µM],6,-3.7
CCOC(=O)N1CCN(C(=O)COC(=O)CNC(=O)c2ccc(Cl)cc2Cl)CC1,i,-2%,6,-4%,6%,i,6,-0.5
COc1cc(NC(=O)COC(=O)CSc2ccc3ccccc3c2)c(C)cc1[N+](=O)[O-],i,-7%,2,-3%,7%,-14%,-4,-0.1
CCN(CC)C(=O)c1nc[nH]c1C(=O)N(C)Cc1ccccc1,i,2%,5,1%,9%,i,2,-1.6
COc1ccc2[nH]c3c(c2c1)CCN1C(=O)C(CC(=O)NCC24CC5CC(CC(C5)C2)C4)C[C@H](C(=O)N2CCOCC2)[C@@]31CCC1CCCC1 (stereo not given in full),i,-1%,-22,5%,-1%,-10%,-20,0.2
O=C(CS(=O)c1ccc(F)cc1)N1CCOCC1 (stereo not given),i,-1%,2,3%,4%,i,23,1.2
C=CCc1cccc(CNc2ccc(S(=O)(=O)Nc3nccnc3OC)cc2)c1O,i,0%,-12,6%,13%,-24%,-15,-3.6
O=C(CSc1nc(C2CC2)nc2ccccc12)Nc1cccc(O)c1,i,0%,1,11%,4%,i,1,1.9
COc1cccc(=O)c2c(C)oc(C)c12,i,-1%,-31,24%,18%,i,6,0.3
COC(=O)c1c(NC(=O)c2ccccc2F)sc2c1C(C(=O)OC)CC2 (stereo not given),i,-2%,11,-20%,-10%,-47%[inhibitor],33,1.1
Cc1ccc(/C=N/NC(=O)c2ccncc2)cc1,i,-6%,-5,1%,5%,i,?,2.2
CC(=O)c1ccc(NC(=O)COC(=O)CCC2CCCC2)cc1,i,0%,5,-15%,7%,-7%,3,-1.6
O=C1NC(=Nc2ccccc2)S/C1=C/c1cccs1,i,-1%,-2,-3%,-6%,-10%,-12,0.0

# Compound activity (PubChem)

# An excerpt; rates above refer to the full screens.
